Bioassay records from PubChem.
MOR-DOR inv ag: inverse agonist of human OPRM1-OPRD1 heterodimerization; hit rate 0.21% among 340,000; P35372+P41143; AID 504357; inhibition, % at 9.3 µM; cell-based MOR-DOR heterodimer luminescence, inverse agonism; in the data active = inhibition above about 22%, passing the limit was not always enough;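 note: 0% = cells with DMSO and 100% = wells without cells with DMSO; values of inactives mirror those of a sister screen read the other way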
PKA-R1A act: activates the PKA-R1A holoenzyme complex; P00514+P68181; PKA-R1A dissociation, Cy5-IP20 fluorescence polarization; scaled: DMSO 0%, 113 µM cGMP 100%; activation, % at 11.4 µM; hit rate 0.083% among 340,000; AID 504707;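 active = percent activation above the mean of all tested compounds plus 3 SD, cut at about 19% in these data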;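 note: higher means more PKAc released from R1A so a rise in polarization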
DSG3 Ab inh: inhibitors of pemphigus antibody binding to human desmoglein-3 | binding (percent of control), % at 10 µM | hit rate 0.48% among 310,000 | DSG3-coupled beads, scFv-anti-DSG3-GFP binding, flow cytometry; active compounds read low;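 active = binding more than 3 SD below its plate's average and above zero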;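 note: hits lower antibody fragment binding to DSG3; some compounds called inactive have numbers as strong as hits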
Target sequence (P32926 whole entry, looked up, the tested form may be a part): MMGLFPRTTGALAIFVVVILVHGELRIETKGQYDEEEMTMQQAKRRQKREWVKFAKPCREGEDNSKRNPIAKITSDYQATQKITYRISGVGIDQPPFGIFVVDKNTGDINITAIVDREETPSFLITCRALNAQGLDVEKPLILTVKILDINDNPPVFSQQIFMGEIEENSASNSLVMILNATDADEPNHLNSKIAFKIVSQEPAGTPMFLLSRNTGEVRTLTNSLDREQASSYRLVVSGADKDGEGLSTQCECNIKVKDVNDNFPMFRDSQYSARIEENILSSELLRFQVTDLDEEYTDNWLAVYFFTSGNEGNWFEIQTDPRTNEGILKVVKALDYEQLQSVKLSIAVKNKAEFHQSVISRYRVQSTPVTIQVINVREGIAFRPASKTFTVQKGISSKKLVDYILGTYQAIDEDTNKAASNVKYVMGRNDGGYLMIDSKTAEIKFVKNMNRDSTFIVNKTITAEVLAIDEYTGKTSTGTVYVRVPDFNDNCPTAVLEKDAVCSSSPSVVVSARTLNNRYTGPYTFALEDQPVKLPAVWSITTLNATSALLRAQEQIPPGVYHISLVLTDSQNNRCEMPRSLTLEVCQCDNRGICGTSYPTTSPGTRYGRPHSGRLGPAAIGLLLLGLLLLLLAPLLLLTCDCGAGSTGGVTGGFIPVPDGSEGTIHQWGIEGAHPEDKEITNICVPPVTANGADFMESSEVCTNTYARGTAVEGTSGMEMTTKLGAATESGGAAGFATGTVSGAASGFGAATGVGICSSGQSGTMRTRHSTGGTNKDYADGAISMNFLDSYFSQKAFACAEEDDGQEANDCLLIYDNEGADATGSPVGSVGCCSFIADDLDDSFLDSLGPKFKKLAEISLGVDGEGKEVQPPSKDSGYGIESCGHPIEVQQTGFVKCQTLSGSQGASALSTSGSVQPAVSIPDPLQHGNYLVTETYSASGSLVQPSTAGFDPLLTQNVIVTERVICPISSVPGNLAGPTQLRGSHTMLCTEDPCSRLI
AddAB inh: less growth of phage-infected E. coli with AddAB | E. coli expressing H. pylori AddAB, absorbance growth | inhibition, % at 11.9 µM | hit rate 0.29% among 330,000 | AID 435030; in the data active = inhibition above about 12%;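 note: 0% = vehicle wells of infected cells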
phage Ecoli inh: E. coli growth loss with phage present. growth absorbance. inhibition, % at 11.9 µM. hit rate 0.26% among 360,000; in the data active = inhibition above about 11%
E coli growth: counter-screen for AddAB inhibitors: E. coli growth inhibition. inhibition, % at 11.9 µM. hit rate 0.27% among 330,000. E. coli V3065 growth, OD600 absorbance, 18 h;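 active = inhibition above the campaign's mean inhibition across all tested compounds plus 3 SD, cut at about 9.9% in these data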;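 note: uninfected addAB+ strain grown without phage in ampicillin broth; 0% = DMSO wells and 100% = ciprofloxacin 0.95 µg/ml wells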
HTR5A inv ag: inverse agonist of human HTR5A in OPRM1-OPRD1 counter-screen; P47898; HTR5A cell line, luminescence, inverse agonism; inhibition, % at 9.3 µM; hit rate 0.083% among 340,000; AID 504634; in the data active = inhibition mostly above about 23%, no sharp cut-off; inactive = mostly below about 18%;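 note: 0% = cells with DMSO and 100% = no-cell wells with DMSO; some compounds called inactive have numbers as strong as hits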
PfHsp90 yeast 2: reduces growth (ATP signal) of yeast expressing P. falciparum Hsp90 | hit rate 0.32% among 310,000 | S. cerevisiae expressing PfHsp90, BacTiter-Glo ATP, 48 h; yeast lacking PDR1 and PDR3 efflux regulators | inhibition, % at 9.4 µM;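 active = every replicate shows inhibition above about 80%, whatever the replicate mean, limit read from the data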;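 note: 0% = DMSO neutral controls and 100% = 20 µM radicicol positive controls; yeast relying on Plasmodium falciparum Hsp90 in place of its own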
HTR5A ag ctr: counter-screen for OPRM1-OPRD1 agonists: human HTR5A agonism. P47898. HTR5A agonist assay, luminescence, cell-based. activation, % at 9.3 µM. hit rate 0.61% among 340,000. AID 504692; in the data active = activation mostly above about 9.5%, no sharp cut-off; inactive = mostly below about 7.6%;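 note: 0% = cells with vehicle only and 100% = reference agonist; strong numbers were not always called active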
MOR-DOR ag: agonists of human mu-delta opioid receptor heterodimerization; AID 504326; hit rate 0.3% among 340,000; P35372+P41143; cells, OPRM1-OPRD1 heterodimerization, luminescence; activation, % at 9.3 µM; in the data active = activation above about 18%;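 note: 0% = vehicle-treated cells and 100% = reference agonist; values of inactives mirror those of a sister screen read the other way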
Mot1-301 SUMO: inhibitors of SUMOylation pathway: yeast Mot1-301 growth rescue | S. cerevisiae Mot1-301 growth rescue, ATP luminescence, 38.5C; percent above DMSO median, 100 means doubled | growth rescue, % at 18.8 µM | hit rate 1% among 320,000 | AID 2716;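 active = every valid replicate shows activation above 250% relative to neutral control wells; inactive = the rest, any valid replicate at or below 250%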;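 note: OY570 slx delta 5 strain wells were the positive control but not used for scaling; some compounds called inactive have numbers as strong as hits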
Numbers without * were called inactive; . = not tested or not shown.

| compound | MOR-DOR inv ag | PKA-R1A act | DSG3 Ab inh | AddAB inh | phage Ecoli inh | E coli growth | HTR5A inv ag | PfHsp90 yeast 2 | HTR5A ag ctr | MOR-DOR ag | Mot1-301 SUMO |
| --- | --- | --- | --- | --- | --- | --- | --- | --- | --- | --- | --- |
| O=C1CCCC2=C1C(c1ccc(Cl)cc1)N1C(=O)CCSC1=N2 (stereo unspecified) | 17 | -1 | 99 | 0.1 | 1.4 | 1.7 | 5 | . | 3 | -2.9 | -10 |
| COc1ccc(N2CCN(C(=O)c3c(-c4c(F)cccc4Cl)noc3C)CC2)cc1 | 20 | -8 | 118 | 0.8 | 0.2 | -0.2 | 0 | -11 | 1 | -3.5 | -4 |
| CC(C)(C)C1c2[nH]c3ccccc3c2CCN1CCCn1cccn1 (stereo unspecified) | 3 | -13 | 96 | 0.5 | 5.3 | 1.3 | 3 | 13 | -1 | -0.5 | 7 |
| Oc1c(Br)cc(Br)cc1C=Nc1ccc2[nH]ncc2c1 | -34 | 6 | 100 | 0.2 | 6.9 | 1.5 | 13 | -57 | 4 | 6.8 | 360* |
| O=C(CCCCC(=O)Sc1ccccc1)Sc1ccccc1 | -13 | 11 | 95 | . | 3.0 | . | -17 | . | 5 | 2.4 | . |
| COc1ccc(-n2ncc3c2CC(C)(C)CC3NC(=O)c2oc(C)cc2C)cc1 (stereo unspecified) | -3 | -12 | 99 | -0.3 | 3.7 | -0.8 | -1 | -29 | 2 | 0.6 | 1 |
| COc1ccc(NCc2nnc(SCCN3CCCCC3)n2-c2ccc(C)cc2)cc1 | 2 | 0 | 98 | -2.7 | 4.8 | -1.8 | 1 | 5 | -1 | -0.5 | -7 |
| C=CCOc1ccc(/C=N/NC(C)=O)cc1OCC | 10 | -1 | 96 | 4.8 | 4.3 | 0.7 | -9 | -18 | 3 | -1.7 | 2 |
| COc1cc(NC(=O)CCNC(=O)Cn2cnc3ccccc3c2=O)cc(OC)c1OC | 16 | -7 | . | -1.3 | -1.4 | 2.3 | -2 | 4 | 1 | -2.7 | 123 |
| S=C(Nc1ccccc1Cl)N1CCN(c2ccccn2)CC1 | 10 | -8 | 116 | 1.9 | 1.9 | -1.3 | 17 | -6 | -4 | -2.0 | -2 |
| CC1CCN(c2ccccc2NC(=O)c2ccc(N3CCOCC3)c([N+](=O)[O-])c2)CC1 | 5 | -9 | 98 | 1.1 | 2.7 | -1.2 | 0 | -14 | 0 | -0.9 | 18 |
| O=C(COc1ccccc1)N1CCN(C(=O)c2cccs2)CC1 | 12 | 2 | 102 | 1.4 | 2.8 | 0.0 | -2 | -1 | -4 | -2.8 | -8 |
| CCN(CC)c1ccc(/C=N/N2CCN(Cc3ccccc3)CC2)cc1 | -3 | -12 | 105 | -1.1 | 2.9 | -1.8 | 8 | 3 | 8 | 0.6 | 531 |
| CCCNC(=O)c1ccc(N2CCC3(CC2)CC(c2cccc(Br)c2)=NO3)c(NC(=O)c2cccc(OC)c2)c1 | 5 | -2 | 99 | 0.2 | 0.7 | -0.3 | 3 | -18 | 3 | -1.0 | 3 |
| CC1CCCCC1NC(=S)NC(=O)c1ccccc1Cl (stereo unspecified) | -17 | -1 | 104 | 5.0 | 1.3 | 1.7 | -3 | -44 | 0 | 4.2 | 26 |
| CCOc1ccccc1C(=O)Nc1cccc(-c2ccc(N3CCOCC3)nn2)c1 | 4 | 14 | 110 | -2.5 | 2.0 | -0.8 | 6 | . | -2 | -0.6 | -10 |
| CCn1c(COC(=O)CNC(=O)c2ccccc2F)nc2cc(S(=O)(=O)N(C)C)ccc21 | -4 | -9 | 104 | 2.7 | 0.1 | 0.7 | -4 | . | 6 | 0.6 | -7 |
| COc1ccccc1NS(=O)(=O)c1cccc(C(=O)NCC(c2ccco2)N2CCCCC2)c1 (stereo unspecified) | 8 | -3 | 104 | -0.2 | -0.7 | -1.1 | 21 | . | -9 | -1.5 | 6 |
| CC(=O)Nc1ccc(N2C(=O)c3ccc(S(=O)(=O)c4ccc(C(=O)O)cc4)cc3C2=O)cc1 | 9 | -6 | 109 | -1.4 | 1.4 | -2.0 | 6 | -9 | -1 | -1.7 | -5 |
| Nn1c(=O)c2ccccc2n2c(SCc3ccc(C(F)(F)F)cc3)nnc12 | 13 | -3 | 100 | 0.7 | 1.1 | -2.5 | -19 | -16 | 7 | -2.1 | -4 |
| CCN1CCN(CC(=O)Nc2cccc(C)c2)C(=O)C1=O | 7 | -6 | 104 | -3.0 | -0.2 | -1.7 | -30 | 4 | 11 | -1.2 | -16 |
| COc1ccc(OC)c(S(=O)(=O)Nc2ccc(C)c(C)c2)c1 | -4 | -6 | 104 | 0.4 | 2.8 | -4.7 | 7 | -23 | 0 | 0.7 | 10 |
| COc1ccc(-c2nc(CN3CCC(C(=O)N4CCOCC4)CC3)c(C)o2)c(OC)c1 | 19 | -11 | 109 | -0.9 | 1.7 | -0.6 | -2 | -2 | 1 | -3.5 | -16 |
| CC1=NOC(=O)/C1=C\c1ccc(-c2cccc(Cl)c2)o1 | -18 | -6 | 89 | 1.4 | . | -0.3 | 15 | -14 | -6 | 3.6 | -1 |
| O=C(CN1C(=O)COc2ccccc21)NCCCN1CCN(c2ccccc2F)CC1 | 8 | -4 | 106 | 3.5 | 2.9 | 1.0 | -22 | -1 | 6 | -1.5 | 93 |
| CN(C)c1ccc(/C=N\NC(=O)CC#N)cc1 | 15 | -8 | 109 | 2.8 | 4.7 | 0.5 | -3 | -8 | 1 | -2.6 | 0 |
| C(=N\c1ncnc2sccc12)/NOCc1ccccc1 | -6 | 3 | 97 | 2.3 | 3.6 | -0.1 | 3 | -229 | 2 | 1.2 | -15 |
| CCCc1ccc(C(=O)CCC(=O)NNC(=O)c2ccncc2)cc1 | 14 | 5 | 112 | 2.3 | 1.2 | 0.1 | 5 | 16 | 4 | -2.5 | -4 |
| CCCN1CCc2c(sc(NC(=S)NC(=O)c3ccccc3)c2C#N)C1 | 9 | -13 | 92 | 0.3 | 2.0 | 0.7 | -31 | 11 | 2 | -1.8 | 102 |
| O=C(NCc1ccco1)c1cccc2c1C(=O)c1ccc(N3CCCC3)cc1S2(=O)=O | 13 | 7 | 109 | 2.4 | 1.5 | -1.8 | -4 | -4 | 3 | -2.3 | -19 |
| CC(C(N)=O)N1c2cccc3cccc(c23)S1(=O)=O (stereo unspecified) | 7 | -2 | 106 | 0.5 | 4.4 | -0.4 | -38 | -34 | 2 | -1.4 | 1 |
| Cc1cccc(OCc2nnc(SCC(=O)N3c4ccccc4CCc4ccccc43)o2)c1 | -2 | -6 | 97 | 0.8 | 0.5 | -2.3 | -43 | -31 | 15 | 0.5 | -2 |
| COc1ccc(S(=O)(=O)NCCSCc2ccco2)cc1Cl | 19 | -2 | 110 | 1.9 | 2.5 | 2.3 | -13 | 3 | 1 | -4.6 | -4 |
| CC(C)N(Cc1ccccc1)C(=O)COC(=O)c1cnccn1 | 2 | 0 | 118 | 0.8 | -2.9 | 0.1 | 9 | . | -3 | -0.4 | -6 |
| CCCNC(=O)c1onc(CSc2ccc(Cl)cc2)c1C(=O)NCC1CC1 | -2 | -5 | 95 | 2.4 | 0.5 | 0.9 | 0 | 6 | 0 | 0.3 | 2 |
| Cc1ccc(SCC(=O)Nc2nnc(-c3ccco3)o2)cc1 | -22 | 6 | 104 | -1.8 | -1.5 | -1.8 | 10 | 28 | -3 | 3.4 | 117 |
| COc1ccccc1N1CCN(CC(=O)Nc2ccc(-n3cnnn3)cc2)CC1 | 14 | -6 | 110 | 0.3 | 1.4 | 0.9 | 10 | . | -4 | -2.8 | -5 |
| CCOc1ccc(S(=O)(=O)n2cc(F)c(=O)[nH]c2=O)cc1 | . | . | 101 | 11 | 7.3 | 6.4 | . | 5 | . | . | 5 |
| COc1ccccc1CNC(=O)CN1C(=O)c2ccc([N+](=O)[O-])cc2C1=O | -32 | 1 | . | -0.4 | 2.9 | 0.5 | -25 | 15 | 9 | 5.0 | -19 |
| CCN1CCN(Cc2ccc(NC(=O)c3ccc(C)c(NC(=O)c4ccc5n[nH]nc5c4)c3)cc2C(F)(F)F)CC1 | 3 | 4 | 105 | 1.1 | 0.7 | 1.2 | 15 | -13 | -5 | -0.5 | -2 |
| CC(=O)Nc1ccc(N2C(=O)c3cccc4c(O)ccc(c34)C2=O)cc1 | -10 | 4 | 82 | -0.8 | 2.8 | -1.2 | -2 | -2 | 1 | 2.0 | -1 |
| CSc1nnc2c(n1)OC(c1ccccn1)N(C(C)=O)c1ccccc1-2 (stereo unspecified) | 10 | -10 | 85 | 3.1 | 2.1 | -0.3 | -2 | . | 1 | -1.5 | -4 |
| C=CCN(CC=C)S(=O)(=O)c1ccc(NC(=S)NC(=O)C2CC2)cc1 | 16 | -8 | 105 | -1.0 | 0.2 | -0.1 | -4 | -8 | -5 | -2.9 | 3 |
| Cc1n[nH]c(=S)c2nn(-c3ccccc3F)c(C)c12 | 10 | -17 | 113 | . | -1.7 | . | 5 | -6 | -1 | -1.9 | . |
| O=C(NNC(=S)Nc1cccc(C(F)(F)F)c1)c1ccc(Cl)cc1Cl | 27 | 1 | 102 | 0.8 | 4.2 | -3.0 | 0 | -32 | 0 | -4.5 | -5 |
| CCn1c(SCC(N)=O)nc2ccccc2c1=O | 12 | -6 | 102 | 1.8 | 3.3 | 2.7 | -39 | 13 | 15 | -2.1 | 6 |
| Nc1nc(NCC2CCCO2)nc(Nc2cccc(Cl)c2)c1[N+](=O)[O-] (stereo unspecified) | 3 | 0 | 104 | 5.2 | -1.1 | 0.5 | -8 | 8 | 2 | -0.6 | -8 |
| CCNS(=O)(=O)c1ccc(NC(=O)c2c(-c3ccccc3)noc2C)cc1 | 6 | -11 | 101 | 3.1 | 5.0 | 2.2 | 9 | 14 | -3 | -1.1 | 250 |
| COC(=O)c1sccc1NC(=O)c1ccc(OC)cc1 | -9 | 1 | . | 1.4 | 5.2 | 3.9 | -7 | . | 5 | 1.5 | -11 |
| CCOc1cc(C(=O)OCc2cccc(OC)c2OC)ccc1OCC(=O)N1CCOCC1 | 12 | -13 | 105 | -1.0 | -0.4 | 0.4 | 8 | 8 | 11 | -2.5 | -1 |

Three of the compounds above, with two lines to a compound.
Under each structure: MOR-DOR inv ag | PKA-R1A act | DSG3 Ab inh | AddAB inh | phage Ecoli inh | E coli growth | HTR5A inv ag | PfHsp90 yeast 2 | HTR5A ag ctr | MOR-DOR ag | Mot1-301 SUMO
CCOc1cc(C(=O)OCc2cccc(OC)c2OC)ccc1OCC(=O)N1CCOCC1
 : 12 | -13 | 105 | -1.0 | -0.4 | 0.4 | 8 | 8 | 11 | -2.5 | -1
CCn1c(SCC(N)=O)nc2ccccc2c1=O
 : 12 | -6 | 102 | 1.8 | 3.3 | 2.7 | -39 | 13 | 15 | -2.1 | 6
Nc1nc(NCC2CCCO2)nc(Nc2cccc(Cl)c2)c1[N+](=O)[O-] (stereo unspecified)
 : 3 | 0 | 104 | 5.2 | -1.1 | 0.5 | -8 | 8 | 2 | -0.6 | -8
